procasp3 activ: activators of human procaspase-3 D3A mutant, primary screen, biochemical, absorbance, PC-3 D3A mutant, single concentration | activation, % at 8.5 µM | AID 463141, 2010 | recombinant procaspase-3 D3A, Ac-DEVD-pNA absorbance 405 nm | actives 0.11% (n = 330,000);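 active means activation above the mean of all tested compounds plus 3 SD, cut at about 21% in these data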;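 further: 0% = DMSO alone and 100% = DMSO wells spiked with extra 5 µM PC-3 D3A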
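assay system = Procaspase-3 D3A mutant | signal = absorbance at 405 nm, 0 and 120 min | times = 1 h preincubation plus 2 h reaction at 25 °C | repeats = single replicate | read-out = % activation between DMSO and enzyme-spiked controls | medium = Zinc-free HEPES saline buffer with Triton X-100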
JMJD2C inh: inhibitors of GASC-1 histone demethylase, primary screen, biochemical, fluorescence, DELFIA europium | Lysine-specific demethylase 4C (Homo sapiens), Q9H3R0 | GST-JMJD2C(1-420) H3K9me3 demethylation | inhibition, % at 2.35 µM | actives 0.069% (n = 330,000) | AID 2099, 2009;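 active means more than half of a compound's replicate wells show inhibition beyond 50%, single wells judged on their own value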;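 further: signal counts dimethyl H3K9 product captured on neutravidin plate; 0% = median of DMSO wells and 100% = 0.3 times that DMSO median; strong numbers were not always called active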
TPT1 inh: Candida albicans TPT1 enzyme inhibitors, primary screen, biochemical, fluorescence polarization; recombinant caTPT1, FP RNA substrate dephosphorylation; inhibition, % at 5 µM; actives 0.81% (n = 300,000); AID 1962, 2009;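 active means inhibition above the mean of all tested compounds plus 3 SD, set per screening campaign, cut at about 24% in these data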;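 further: plate controls were DMSO alone for no effect and ferristatin control at 100 nM for full effect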
proCasp7 act: procaspase-7 activators, primary screen, counter-screen for procaspase-3 activator project, biochemical, absorbance, HTS, human | recombinant procaspase-7, Ac-DEVD-pNA absorbance 405 nm; D23A/D198A/D206A triple mutant, cannot self-cleave; scale: DMSO 0, 5 µM enzyme 100 | actives 0.093% (n = 330,000) | Caspase-7 (Homo sapiens), P55210 | activation, % at 8.5 µM;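 active means percent activation above the screen-wide mean plus 3 SD, cut at about 25% in these data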
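Detection: p-Nitroaniline absorbance at 405 nm, read at 0 and 120 min; system: Uncleavable procaspase-7 mutant enzyme; evaluation: % activation from two-timepoint absorbance difference, scaled to controls; times: 1 h enzyme–compound preincubation and 2 h substrate reaction, both 25 °C; buffer or medium: Zinc-free HEPES pH 7.4 with 300 mM NaCl, 0.01% Triton X-100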
Efflux pump mplx: inhibitors of Candida efflux pumps in yeast, primary screen, S. cerevisiae, Nile Red, multiplex. S. cerevisiae Candida pump triplex. inhibition, % at 10 µM. actives 0.44% (n = 330,000);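 active means plate passing quality check with inhibition over a set limit, or well fluorescence over plate mean plus 4 SD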;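 further: Nile Red retained in pooled yeast measured as flow cytometry median fluorescence; 0% = buffer negative control and 100% = Enniatin B positive control; higher means more Nile Red kept so more efflux inhibition; some compounds called inactive have numbers as strong as hits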
PP1 counter: PP1-alpha phosphatase inhibitors, primary screen, counter-screen for PP5 inhibitor project, biochemical, fluorescence, OMFP substrate, single point; actives 0.9% (n = 320,000); AID 2235, 2010; inhibition, % at 6.7 µM; purified PP1alpha; Serine/threonine-protein phosphatase PP1-alpha catalytic subunit (Homo sapiens), P62136;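 active means inhibition above the mean inhibition of all tested compounds plus 3 SD, computed separately for each screening campaign, cut at about 15% in these data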
Target sequence (P62136 whole entry, looked up): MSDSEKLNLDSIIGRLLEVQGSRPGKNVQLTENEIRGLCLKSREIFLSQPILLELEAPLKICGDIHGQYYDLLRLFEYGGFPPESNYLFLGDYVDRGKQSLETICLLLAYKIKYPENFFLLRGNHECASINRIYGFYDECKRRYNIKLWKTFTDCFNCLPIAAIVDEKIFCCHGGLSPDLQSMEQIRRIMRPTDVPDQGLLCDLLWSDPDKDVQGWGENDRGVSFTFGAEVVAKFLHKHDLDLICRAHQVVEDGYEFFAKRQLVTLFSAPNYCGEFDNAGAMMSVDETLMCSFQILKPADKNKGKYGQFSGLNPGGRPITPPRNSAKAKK
HCV core dimer: inhibitors of HCV core protein dimerization, primary screen, biochemical, TR-FRET, high-throughput. TR-FRET GST/Flag-core106 dimerization, 1536-well. inhibition, % at 5 µM. actives 0.33% (n = 300,000);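 active means inhibition above the mean of all tested compounds plus 3 SD, set per screening campaign, cut at about 45% in these data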
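Material: GST/Flag-tagged HCV core106 proteins. Incubation: 4 h, 22.5 °C incubation. Read-out basis: inhibition (%) from 671 over 617 nm ratio. Measured by: TR-FRET, excitation 340 nm, emission 617 and 671 nm.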
CTSL1 counter: Fasciola hepatica cathepsin L1 inhibitors, primary screen, counter-screen for PFM18AAP inhibitor project, biochemical, QFRET, fluorogenic peptide substrate. recombinant F. hepatica cathepsin L1, Z-Leu-Arg-MCA fluorescence. actives 0.49% (n = 300,000). inhibition, % at 5.96 µM. AID 1906, 2009;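 active means inhibition above the mean of all tested compounds plus 3 SD, set per screening campaign, cut at about 17% in these data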;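 further: 0% = plate median of test compound wells and 100% = 1 µM Z-Phe-Ala-diazomethylketone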
PP5 primary: PP5 phosphatase inhibitors, primary screen, biochemical, fluorescence; Serine/threonine-protein phosphatase 5 (Homo sapiens), P53041; purified PP5c, OMFP substrate fluorescence; inhibition, % at 6.7 µM; actives 0.18% (n = 320,000); AID 1987, 2009;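 active means inhibition above the campaign's mean inhibition across all tested compounds plus 3 SD, cut at about 9.5% in these data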;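 further: 0% = DMSO only and 100% = 100 µM cantharidin control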
Target sequence (P53041 whole entry, looked up): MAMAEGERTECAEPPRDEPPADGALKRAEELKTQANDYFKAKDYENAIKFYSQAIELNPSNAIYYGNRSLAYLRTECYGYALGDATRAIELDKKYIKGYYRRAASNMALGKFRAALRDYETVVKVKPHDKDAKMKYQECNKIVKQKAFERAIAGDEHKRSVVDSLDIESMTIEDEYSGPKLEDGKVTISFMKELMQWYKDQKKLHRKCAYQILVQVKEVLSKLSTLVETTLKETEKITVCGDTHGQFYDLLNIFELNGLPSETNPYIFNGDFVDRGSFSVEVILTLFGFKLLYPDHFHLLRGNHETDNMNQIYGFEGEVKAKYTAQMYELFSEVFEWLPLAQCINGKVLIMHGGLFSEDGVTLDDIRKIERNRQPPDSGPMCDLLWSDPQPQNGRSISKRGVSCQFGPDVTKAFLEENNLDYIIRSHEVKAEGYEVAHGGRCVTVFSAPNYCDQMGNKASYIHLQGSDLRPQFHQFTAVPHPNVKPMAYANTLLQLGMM
Active calls of the source: *; / = no result given.

Every second line gives: procasp3 activ	JMJD2C inh	TPT1 inh	proCasp7 act	Efflux pump mplx	PP1 counter	HCV core dimer	CTSL1 counter	PP5 primary
1) O=C(NC1CCCCC1)N1CCCC(CNS(=O)(=O)Cc2ccccc2)C1 (stereo unspecified)
    4	0	-1	-7	0.0	6	1	3	-3.6
2) CCC1CCCCN1C(=O)CCCc1ccccc1 (stereo unspecified)
    -2	11	-2	5	0.1	0	9	-13	-2.1
3) NS(=O)(=O)c1cccc(NC(=O)CSc2nnc(-c3ccccc3)o2)c1
    0	-6	/	3	0.1	/	/	/	/
4) COc1ccc(C(=O)NNC(=O)c2ccc(C(C)(C)C)cc2)cc1
    8	-1	-4	7	-0.1	0	2	-1	2.1
5) CCOC(=O)C1CCN(C(=O)c2cc(CN3C(=O)c4ccccc4C3=O)ccc2OCC)CC1
    -5	1	-5	1	0.0	-2	6	5	-2.5
6) COc1ccc(-c2noc(CSc3nc4ccccc4c(=O)n3-c3ccccc3)n2)cc1
    -6	5	-2	12	0.1	-4	7	2	-1.4
7) CCCc1nn(C)c(C(=O)Nc2ccc(Cl)cc2)c1Cl
    7	6	2	1	-0.2	-4	1	6	1.7
8) Cc1noc(C)c1CSc1nnc(-c2ccccc2)n1Cc1ccco1
    20	-10	1	4	0.0	0	-2	-3	-2.5
9) Cc1ccccc1NC(=O)Cc1nc(COC(=O)Cc2ccccc2F)cs1
    5	-1	/	-3	0.1	2	/	/	1.2
10) Cc1cc(C)c(C#N)c(SCC(O)CS(=O)(=O)Cc2ccccc2)n1 (stereo unspecified)
    -8	-2	0	-9	0.1	2	-1	-6	1.6
11) COc1ccc(O)c(-c2c(-c3ccc(Cl)cc3)n[nH]c2C)c1
    -12	-3	-3	-3	-0.2	1	-7	7	1.6
12) CC(=O)Nc1ccc(S(=O)(=O)N2CCN(c3nc(C)cc(C)n3)CC2)cc1
    5	-3	-3	7	0.5	5	-3	0	-0.2
13) O=c1ccc2cc(S(=O)(=O)N3CCN(c4ccc(Cl)cc4)CC3)ccc2o1
    2	0	-1	-10	0.0	-2	13	2	-0.4
14) CC(C)(C)C1CCC(=NNC(=O)C2COc3ccccc3O2)CC1 (stereo unspecified)
    8	20	/	2	0.1	-3	/	/	-0.6
15) CC1(CCl)N([O-])C2=C(CCCC2)[N+]1=O (stereo unspecified)
    -3	-6	-1	-7	0.0	-3	2	2	5.4
16) COc1ccc(CCNS(=O)(=O)c2cccc(C)c2)cc1OC
    2	-15	1	3	0.2	-3	-1	4	-0.8
17) CC12CC(NC(=O)N1c1cccc(C(=O)NCc3ccccc3)c1)c1ccccc1O2 (stereo unspecified)
    4	-1	-5	1	-0.1	-2	0	0	1.9
18) Cc1nc(NC(=O)c2cc3ccccc3o2)ccc1Br
    -3	1	-1	1	0.2	-1	6	2	1.3
19) CCOc1ccc(-n2c(-c3ccccc3)c[n+]3c2CCCCC3)cc1
    7	-13	1	-7	0.0	-7	-10	1	3.7
20) CC(Sc1nnc(C2CCCCC2)n1N)C(=O)NCc1ccc2c(c1)OCO2 (stereo unspecified)
    -5	-1	1	2	0.1	-2	3	3	1.9
21) COc1cccc(-c2c(NC(=O)c3ccco3)oc3ccccc3c2=O)c1
    4	-6	-3	1	0.3	-3	-6	5	3.5
22) CCOC(=O)c1ccc(NC(=O)NCc2ccccc2)cc1
    0	-5	-2	16	-0.1	-1	3	2	-0.5
23) O=[N+]([O-])c1cccc(/C([O-])=C(/C(=S)Nc2ccccc2F)[n+]2ccccc2)c1
    -25	3	0	-28	0.3	4	16	15	-0.5
24) O=C(NCc1ccco1)c1ccc2c(=O)n(CC3CCCO3)c(=S)[nH]c2c1 (stereo unspecified)
    -8	-1	2	2	-0.3	-5	-6	-1	3.7
25) CCC1CCCCN1CCCNC(=O)c1ccc(N2CCOCC2)c(NS(=O)(=O)c2ccc(OC)cc2)c1 (stereo unspecified)
    8	-24	-2	-8	-0.1	2	-2	-2	0.4
26) Cc1cc(C(=O)NCc2cc(F)cc3c2OCOC3)nn1C
    5	0	5	12	0.0	1	1	-12	2.5
27) O=C1Nc2ccccc2C(=O)N2[C@H](c3cccc(Br)c3)[C@@H]3C(=O)N(Cc4ccccc4)C(=O)[C@@H]3[C@H]12
    1	5	2	3	-0.1	-3	8	-3	0.1
28) CCC(C(=O)Nc1ccc([N+](=O)[O-])cn1)c1ccccc1 (stereo unspecified)
    -3	0	0	5	0.2	-1	7	1	0.8
29) O=C(Nc1ccc(F)cc1)c1cccc(N2C(=O)C3C4C=CC(C5CC45)C3C2=O)c1 (stereo unspecified)
    -1	-3	-1	11	0.2	-1	-2	2	4.4
30) N#Cc1c2n(c(=S)n(-c3ccc(OC(F)F)cc3)c1=O)CCCCC2
    -3	5	3	-6	0.2	3	2	-3	-2.6
31) O=C(Cc1ccc(Cl)cc1)NC1CCCN(Cc2ccccc2F)C1 (stereo unspecified)
    -1	-1	-2	-2	-0.1	-2	-3	0	-0.1
32) Cc1c(Cl)c([N+](=O)[O-])nn1Cc1ccc(C(=O)N/N=C\c2cc(Cl)ccc2O)o1
    3	-12	1	-12	0.3	13	17	2	0.5
33) CCCCc1cc(=O)oc2cc(C)cc(OCC(=O)N3CCC(C(=O)O)(c4ccccc4)CC3)c12
    9	43	-7	4	0.0	-6	7	6	1.9
34) O=C(CCCC(=O)N(CC(=O)NC1CCCCC1)Cc1ccccc1)Nc1ccccn1
    -6	19	-1	-2	0.1	-8	6	-13	-3.0
35) Nc1nc(Cl)cc(N2CCCC2)n1
    -6	-1	-2	-4	0.0	8	-7	1	5.2
36) COc1ccc(C(=O)N/N=C/c2cc(Br)ccc2O)cc1OC
    -57	3	1	-40	-0.1	2	-2	0	1.6
37) CCS(=O)(=O)c1nc(S(=O)(=O)c2ccc(Cl)cc2)c(N2CCOCC2)s1
    5	45	1	16	-0.1	-3	8	3	-0.4
38) Cc1ccc(-n2c(=O)[nH]c3c(C(N)=O)nc(CC(C)C)nc32)cc1
    -9	-4	2	12	0.0	1	0	5	0.2
39) C(=N\Nc1nc2ccccc2[nH]1)/c1ccncc1
    -1	-25	-1	6	0.4	2	-14	5	2.3
40) Nc1ccc(C(=O)Nc2nc3ccccc3s2)cc1
    6	4	-2	11	-0.2	-1	0	11	1.6

Compound profiles, as listed above.
Shown for C(=N\Nc1nc2ccccc2[nH]1)/c1ccncc1 : procasp3 activ = -1; JMJD2C inh = -25; TPT1 inh = -1; proCasp7 act = 6; Efflux pump mplx = 0.4; PP1 counter = 2; HCV core dimer = -14; CTSL1 counter = 5; PP5 primary = 2.3
Shown for Cc1ccc(-n2c(=O)[nH]c3c(C(N)=O)nc(CC(C)C)nc32)cc1 : procasp3 activ = -9; JMJD2C inh = -4; TPT1 inh = 2; proCasp7 act = 12; Efflux pump mplx = 0.0; PP1 counter = 1; HCV core dimer = 0; CTSL1 counter = 5; PP5 primary = 0.2

Additional structures:
Every second line gives: procasp3 activ	JMJD2C inh	TPT1 inh	proCasp7 act	Efflux pump mplx	PP1 counter	HCV core dimer	CTSL1 counter	PP5 primary
41) O=C(c1cccc(F)c1)N1CCN(C(=O)c2nn3cccnc3c2Cl)CC1
    -9	-3	0	-4	-0.1	1	-2	-3	-1.3
42) O=C(CSc1nnc(-c2cccc(F)c2)o1)N1CCCC1
    0	-19	1	7	0.1	0	1	-3	-0.5
43) COc1cc(C(Nc2ccccn2)c2c(NC(=O)c3ccco3)sc(C)c2C)cc(OC)c1OC (stereo unspecified)
    -1	-14	-1	-6	0.0	-1	9	4	2.0
44) COc1ccc(NC(=O)CSc2nc(N3CCCCC3)nc(N3CCCCC3)n2)cc1
    -4	-7	-1	5	1.1	0	-2	0	1.2
45) Cc1cc(C)cc(N(CC(=O)N2CCn3c2nc2ccccc23)S(=O)(=O)c2c(C)noc2C)c1
    1	9	2	4	0.0	-2	6	4	0.4
46) CCN1CCc2nc3sc(C(=O)Nc4cccnc4Cl)c(N)c3cc2C1
    -8	1	14	-16	0.2	11	-3	0	0.1
47) COc1ccc(-c2c(NC(=O)c3ccco3)n(-c3ccccc3)nc(C)c2=O)cc1
    6	/	-5	7	-0.3	-2	-4	2	-2.1
48) CC1Sc2ccc(C(=O)NCc3ccccn3)cc2NC1=O (stereo unspecified)
    -15	2	/	-20	-0.2	-1	/	/	3.5
49) COC(=O)c1ccc(OS(=O)(=O)c2ccc(NC(C)=O)cc2)cc1
    1	-17	3	-13	1.8	-2	-7	0	-1.8
50) O=C(Cc1ccccc1[N+](=O)[O-])Nc1ccccc1C(=O)N1CCCC1
    -8	16	-2	-1	1.3	-7	2	-6	1.7
51) COC(=O)c1sc2ccccc2c1NC(=O)c1ccc(S(=O)(=O)N2CCC(C)CC2)cc1
    -13	3	1	6	-0.2	-1	17	0	-0.3
52) COc1ccc(OC)c2c(C)c(C)[nH]c12
    -3	1	7	2	-0.1	3	-12	-1	2.5
53) O=C(CCc1nc2ccccc2c(=O)[nH]1)OCC(=O)c1cccc(Cl)c1
    1	-2	-1	-6	-0.1	1	7	-1	-2.2

High-throughput results deposited in PubChem by several laboratories.
